Screens: PubChem, NCI
All columns: NCI-60 one-dose screen, growth in % after 48 h at 10 µM unless noted; 100 = growth as untreated, 0 = no growth, -100 = all killed.
786-0 = 786-0 renal cancer cells; actives 5.1% (n = 81,000); AID 1794775
UO-31 = UO-31 renal cancer | actives 5.2% (n = 81,000) | AID 1794768
OVCAR-4 = OVCAR-4 ovarian cancer cells | actives 3.7% (n = 80,000) | AID 1794784
TK-10 = TK-10 renal cancer cells. actives 3.9% (n = 81,000)
IGROV1 = IGROV1 ovarian cancer. actives 4.7% (n = 79,000)
OVCAR-5 = OVCAR-5 ovarian cancer. actives 2.9% (n = 82,000)
SN12C = SN12C renal cancer cells. actives 3.8% (n = 81,000). AID 1794767
SK-OV-3 = SK-OV-3 ovarian cancer cells; actives 3.2% (n = 80,000); AID 1794785
* marks the source's active call; other numbers are inactive results; . = not tested or not shown. Rule for the calls: active = growth percent below 10; inactive = the rest.

SMILES	786-0	UO-31	OVCAR-4	TK-10	IGROV1	OVCAR-5	SN12C	SK-OV-3
Oc1cccc(-c2nc(N3CCOCC3)c3c4c(sc3n2)CCCC4)c1	97	13	46	71	3.9*	83	39	31
COc1ccc(C2CC(=O)Nc3cc4c(cc32)OCO4)cc1 (stereo not given)	90	74	88	92	104	85	91	90
Cc1cccc(Cc2cnc(NC(=O)c3ccc4noc(-c5ccc(Cl)cc5)c4c3)s2)c1	100	82	59	107	89	98	89	93
CC1(C)CC[C@]2(C(N)=O)CC[C@]3(C)C(=CC[C@@H]4[C@@]5(C)Cc6c([nH]c7ccccc67)C(C)(C)[C@@H]5CC[C@]43C)[C@@H]2C1	82	59	69	83	89	81	81	74
NC(N)=NC(N)=Nc1ccccc1-c1ccccc1	106	99	110	108	110	110	105	123
COc1ccc(-c2cnc(C(N)=O)c(=O)[nH]2)cc1	109	85	104	103	104	105	106	103
CC(C)c1[nH]ncc1-c1nc2ccc3[nH]ncc3c2c2c1CCCC2	23	12	76	23	22	49	35	16
CC(=O)/C(=C\c1ccc(Cl)cc1)c1ccccc1	23	52	58	57	29	52	.	39
CS(=O)(=O)Nc1cc(-c2ccc3ncc(C#N)c(Nc4ccc(F)c(Cl)c4)c3c2)cnc1Cl	6.7*	-6.9*	-6.5*	-22*	-16*	6.3*	18	-26*
O=C(N/N=C/c1cc2ccccc2n2nnnc12)Nc1ccc(Cl)cc1	87	84	110	88	106	103	101	109
COC(=O)c1ccc(CNc2nc(=O)n(Cc3ccc(Cl)cc3)c(=O)[nH]2)cc1	104	87	96	124	107	97	98	108
N=C(N)c1ccc(-c2ccc(-c3c[nH]c(=O)[nH]c3=O)o2)nc1	107	95	104	107	99	92	88	98
COC(=O)C(Cc1cccc(-c2ccc(CO)nc2)c1)NC(=O)OCc1ccccc1 (stereo not given)	84	88	94	97	103	99	97	103
COC(=O)c1nc(=S)[nH]c(C(=O)OC)c1C(=O)c1cccc(O)c1	97	91	104	100	107	112	98	111
O=C(NCCCNc1nccc(-n2ccc3cccnc32)n1)c1c(F)cccc1F	98	92	95	116	98	99	99	116

A draw from above in order of heavy-atom count, low to high:
SMILES	786-0	UO-31	OVCAR-4	TK-10	IGROV1	OVCAR-5	SN12C	SK-OV-3
CC(=O)/C(=C\c1ccc(Cl)cc1)c1ccccc1	23	52	58	57	29	52	.	39
Cc1cccc(Cc2cnc(NC(=O)c3ccc4noc(-c5ccc(Cl)cc5)c4c3)s2)c1	100	82	59	107	89	98	89	93
CC1(C)CC[C@]2(C(N)=O)CC[C@]3(C)C(=CC[C@@H]4[C@@]5(C)Cc6c([nH]c7ccccc67)C(C)(C)[C@@H]5CC[C@]43C)[C@@H]2C1	82	59	69	83	89	81	81	74

Further structures:
SMILES	786-0	UO-31	OVCAR-4	TK-10	IGROV1	OVCAR-5	SN12C	SK-OV-3
CCCCC(CC)COC(=O)c1cc([N+](=O)[O-])c(C(C)(C)C)c([N+](=O)[O-])c1 (stereo not given)	104	107	108	125	102	100	107	100
CC(C)(C)C(=O)Nc1nc2c(s1)CCCc1ccn(S(=O)(=O)c3ccccc3)c1-2	94	68	119	97	111	104	102	81
COC(=O)c1ccc(CSc2nnc(-c3ccncc3)o2)cc1	100	80	99	116	99	104	96	102
CCN(CC)CC(=O)N(CC)c1ccc(C)c(Cl)c1	98	91	107	94	101	104	101	93
COc1nc2ccccc2nc1NNC(=O)/C(C#N)=C/c1ccc(Cl)cc1Cl	95	83	92	116	103	102	90	111
COc1cccc2cc(-c3cc4ccccc4[nH]3)/c(=N/C(=O)Nc3ccc(C)cc3)oc12	89	67	100	142	77	96	93	.
CCCN1CCN(c2ccc3nc(-c4ccc5nc(-c6ccc(OCC)c(OCC)c6)[nH]c5c4)[nH]c3c2)CC1	-89*	47	-60*	-0.9*	-13*	-15*	-38*	.
CC(=O)C1=C(C#N)C(=C(C#N)C#N)NC1(C)O (stereo not given)	103	84	113	109	94	95	102	123
Nc1nc(-c2ccccc2)c2cc[nH]c(=O)c2n1	108	92	112	99	107	89	97	112
CCn1c(Sc2nnc(Nc3ccccc3)s2)nc2c1c(=O)n(C)c(=O)n2C	93	73	96	146	91	77	96	.
CN(C)c1ccc(/C=C/c2nc(Nc3ccc(Cl)cc3)c3ccccc3n2)cc1	93	59	109	102	75	87	90	92
Nc1cc(C(F)(F)F)ccc1Cl	83	100	96	124	95	100	96	113
CCOC(=O)C1=C(N)N(c2ccccc2)C2=C(C(=O)CC(C)(C)C2)C1c1ccc([N+](=O)[O-])cc1 (stereo not given)	94	96	97	113	108	101	98	105
Cc1ccc(S(=O)(=O)/N=c2\c3ccccc3cnn2C2=NCCN2S(=O)(=O)c2ccc(C)cc2)cc1	100	78	100	113	91	115	104	108
COc1ccc(-c2c(C#N)c(N)nc3c2c(N)nn3-c2ccccc2)cc1	92	67	93	143	44	105	85	88
O=c1[nH][n+](-c2ncn[nH]2)no1	102	82	102	103	103	99	98	103
COc1ccc(CCN2C(=O)CCSC2=S)cc1OC	44	79	91	61	107	97	92	105
Cn1cc(-c2nnc(N)nc2-c2cn(C)c3ccc(F)cc23)c2cc(F)ccc21	86	83	97	91	101	103	89	112
O=C(O)CCCn1c(O)c(/C=C2/C=c3cc4c(cc3=NC2=O)OCO4)sc1=S	104	86	106	104	109	103	99	109
N#Cc1ccoc1	98	94	100	115	115	102	102	100
COC(=O)c1nc(N)nc(C(=O)OC)c1C(=O)c1ccc([N+](=O)[O-])cc1	109	83	103	110	114	106	97	106
COc1cc(NS(C)(=O)=O)ccc1N	117	90	99	118	116	95	104	110
Cn1c2ccccc2c2c3c(c4c5cc(Br)ccc5n(C)c4c21)C(=O)N(O)C3=O	15	2.6*	54	90	21	93	-53*	3.4*
O=S(=O)(Oc1ccc(-c2cn3ccoc3n2)cc1)c1ccccc1	98	96	97	93	116	104	105	115
O=C(Nc1ncc(Cc2ccc(Cl)cc2Cl)s1)c1cc(Br)cs1	96	93	82	97	77	102	85	92
CCc1ccc(NC(c2cc3ccc(N(CC)CC)cc3oc2=O)c2nnnn2C(C)(C)C)cc1 (stereo not given)	105	75	.	97	101	95	96	104
c1cnc2cc3sc4ccccc4c3nc2c1	98	71	96	169	84	111	95	95
CCCCCCCCCCCCOC(=S)CCl	101	96	111	102	.	105	.	80
Clc1cccc(CNc2c3ccccc3nc3ccccc23)c1	25	16	19	52	16	32	24	64
COc1ccc(Cl)cc1NC(=O)C1CC(=O)Nc2nc(N3CCCCC3)[nH]c(=O)c21 (stereo not given)	102	78	107	83	103	110	102	103
C=C(Br)C(C)N (stereo not given)	105	87	.	104	100	102	88	116
C#CC(O)c1cccc([N+](=O)[O-])c1 (stereo not given)	95	78	117	112	106	94	101	103
O=C(NC1CC1)c1ccccc1	104	92	105	100	103	101	99	108
Cc1cc(=O)n(-c2ccc(F)cc2)[nH]1	105	83	99	136	102	95	104	95
O=C(O)COc1ccc(-c2ccc(Br)cc2)cc1	103	89	109	107	104	99	88	100
CC(=O)C1=C(C)NNc2c3ncnc-3ncn21	104	93	106	109	106	107	102	108
O=C(O)c1ccc(C(O)c2ccccc2)cc1 (stereo not given)	100	94	112	95	99	98	103	103
S=c1n(CN2CCCC2)nc(-c2ccccc2)n1Cc1ccccc1	103	80	88	108	109	97	99	106
O=Cc1cc2ccccc2nc1N1C(=O)CC(=O)NC1=O	89	76	100	109	96	100	101	.
O=C(CN1C(=O)S/C(=C\c2ccc(Cl)cc2)C1=O)Nc1ncc(Cc2ccc(Cl)cc2)s1	103	85	38	101	100	98	92	103
CO[C@H]1/C=C/O[C@@]2(C)Oc3c(C)c(O)c4c(O)c(c(/C=N/N5C(C)CN(Cc6ccc(C#N)cc6)CC5C)c(O)c4c3C2=O)NC(=O)/C(C)=C\C=C\[C@H](C)[C@H](O)[C@@H](C)[C@@H](O)[C@@H](C)[C@H](OC(C)=O)[C@@H]1C (stereo not given in full)	14	25	40	20	41	27	39	19
CC(O)COC(C)C (stereo not given)	94	86	102	102	90	99	105	107
CN(C)c1ccc(C2N(Cc3ccccc3)CCC3CCCCN32)cc1 (stereo not given)	99	87	106	94	105	101	106	104
COc1cc(C(OC(C)=O)OC(C)=O)ccc1OC(C)=O	93	86	101	108	94	107	95	107
CSC1=NN(c2ccccc2)CN(c2ccccc2)N1C	98	90	83	100	98	97	93	110

Look-ups from the entries so far.
Result of CO[C@H]1/C=C/O[C@@]2(C)Oc3c(C)c(O)c4c(O)c(c(/C=N/N5C(C)CN(Cc6ccc(C#N)cc6)CC5C)c(O)c4c3C2=O)NC(=O)/C(C)=C\C=C\[C@H](C)[C@H](O)[C@@H](C)[C@@H](O)[C@@H](C)[C@H](OC(C)=O)[C@@H]1C (stereo not given in full) in UO-31: 25
Result of CC(O)COC(C)C (stereo not given) in TK-10: 102
Result of COc1cc(C(OC(C)=O)OC(C)=O)ccc1OC(C)=O in 786-0: 93
Result of CC(=O)C1=C(C)NNc2c3ncnc-3ncn21 in UO-31: 93
Result of C#CC(O)c1cccc([N+](=O)[O-])c1 (stereo not given) in UO-31: 78

(list continues)
SMILES	786-0	UO-31	OVCAR-4	TK-10	IGROV1	OVCAR-5	SN12C	SK-OV-3
CCOC(=O)c1cc(C(=O)c2cc(OC)cc(OC)c2)n2ccccc12	36	62	72	56	53	95	67	36
CCN1CC2(S/C(=N\Nc3ccccc3)N(C)C2=O)C2(C1)C(=O)N(C)c1ccccc12 (stereo not given)	91	74	108	130	81	94	101	97
CN(C)c1ncnc2nc(Cl)[nH]c12	99	98	103	101	106	88	101	85
N#C/C(=C\c1ccccc1)c1cc2ccccc2[nH]1	102	79	79	123	98	95	88	87
O=C1CC(=O)Nc2ccccc2N1	97	82	80	103	108	104	107	103
CC(=O)OCC1CSCC1COC(C)=O (stereo not given)	117	93	99	111	114	103	104	111
CCOC(OCC)c1nc(N)[nH]c(=O)c1CCCCc1ccccc1	107	76	101	104	108	101	103	109
CCN(C)S(=O)(=O)Nc1cccc(Nc2ncnc3cc(NC(=O)CCl)ccc23)c1Cl	-83*	-87*	15	1.2*	-7.1*	-18*	-28*	23
O=c1[nH]c2cc(Cl)ccc2nc1/C=C(O)/C=C/c1ccccc1	104	86	99	98	109	101	106	97
O=c1oc2ccc3ccccc3c2cc1C1=CC=NC2SC=CN12 (stereo not given)	108	78	112	142	95	107	105	109
CCCCc1nc2c(N)nc3ccccc3c2n1Cc1ccc(OC)cc1	65	40	58	68	57	82	71	75
C=CCc1c(O)c(C=O)c(OC)c2c(=O)cc(-c3ccc(Cl)cc3)oc12	98	69	104	89	.	96	89	89
COc1ccc(O)c(N=Nc2nccs2)c1	71	61	37	106	70	120	99	85
CCCCSc1ncnc2nc[nH]c12	103	91	108	141	.	107	99	.
Cc1nc2sc(C(=O)Nc3ccc(Br)cc3)c(N)c2cc1C(=O)c1ccc(C(F)(F)F)cc1	82	63	35	82	72	84	78	79

Reprinted from the part before: 7 compounds; new compounds follow.
SMILES	786-0	UO-31	OVCAR-4	TK-10	IGROV1	OVCAR-5	SN12C	SK-OV-3
O=c1[nH]c2cc(Cl)ccc2nc1/C=C(O)/C=C/c1ccccc1	104	86	99	98	109	101	106	97
O=c1oc2ccc3ccccc3c2cc1C1=CC=NC2SC=CN12 (stereo not given)	108	78	112	142	95	107	105	109
CCCCc1nc2c(N)nc3ccccc3c2n1Cc1ccc(OC)cc1	65	40	58	68	57	82	71	75
C=CCc1c(O)c(C=O)c(OC)c2c(=O)cc(-c3ccc(Cl)cc3)oc12	98	69	104	89	.	96	89	89
COc1ccc(O)c(N=Nc2nccs2)c1	71	61	37	106	70	120	99	85
CCCCSc1ncnc2nc[nH]c12	103	91	108	141	.	107	99	.
Cc1nc2sc(C(=O)Nc3ccc(Br)cc3)c(N)c2cc1C(=O)c1ccc(C(F)(F)F)cc1	82	63	35	82	72	84	78	79
Nc1cccc(-c2nc3sccn3c2-c2ccnc(NCCCNS(=O)(=O)c3ccc(Br)cc3)n2)c1	101	93	99	107	110	100	97	126
O=c1c2ccccc2n(CC(O)CN2CCCC2)c2cc(Cl)ccc12 (stereo not given)	110	71	100	120	66	106	102	96
CCOC(=O)c1cc(C(N)=O)n2c1ccc1c3ccccc3ccc12	102	92	103	115	112	117	104	181
Cc1ccc(S(=O)(=O)NCCNc2nccc(-c3c(-c4ccccc4)nc4occn34)n2)cc1	58	21	74	66	37	96	62	81
Cc1ccsc1/C=N/NC(N)=S	103	64	90	113	105	96	104	113
COc1c(F)ccc(C(=O)Nc2ccc3nc(NC(=O)C4CCCNC4)sc3c2)c1F (stereo not given)	55	57	75	82	61	57	71	89
C1Cc2onc(-c3noc4c3CCC4)c2C1	106	88	105	105	114	103	96	106
N#Cc1cc([N+](=O)[O-])ccc1Cl	105	80	119	120	121	122	104	104
NC(=O)/C(=C\c1ccc([N+](=O)[O-])o1)c1ccco1	121	81	93	104	128	107	91	120
COC(=O)/C(CCC=C(C)C)=C1\[C@@H](OC(C)=O)C[C@@]2(C)[C@H]1C[C@@H](OCCC#N)[C@H]1[C@@]3(C)CC[C@@H](OCCC#N)[C@@H](C)[C@@H]3CC[C@@]12C	71	61	66	77	96	82	74	81
CCSc1nc(N)nc2c1ncn2C1OC(CO)C(O)C1O (stereo not given)	111	91	105	109	110	95	98	113
CCC(N)(C(=O)O)c1ccccc1 (stereo not given)	97	84	112	86	49	88	91	91
Cc1noc2c(Cc3ccccc3)nn(CC(=O)N/N=C/c3ccc(Cl)cc3)c(=O)c12	-24*	-41*	-59*	4.9*	41	66	7.9*	34
CN1CCN(/N=C/c2cn(-c3ccc(C(=O)O)cc3)nc2-c2ccccc2)CC1	102	76	92	107	95	112	105	93
CCC(C)Cn1cnc2c(=S)nc(N)[nH]c21 (stereo not given)	106	98	102	107	116	128	118	112
CC1C(=O)NN=C(c2ccc(N)cc2)c2cc3c(cc21)OCO3 (stereo not given)	105	89	113	125	101	100	103	104

Compounds as they come; 8.7% or so of the library scored in one or more.
